T cell modulator: modulates CD8 T cell binding to vesicles. 2C CD8+ T cell-vesicle binding, flow cytometry; hits give low values. calls only at 7 µM. 0.068% of 330,000 active. AID 2052;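 active = response, share of CD8 T cells binding vesicles, and their 90th percentile fluorescence all below set limits, cut at about 80% in these data, passing the limit was not always enough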
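Assay system – 2C mouse CD8+ T cells · Also added – QL9-loaded Drosophila micro-vesicles · Timing – Cell–vesicle co-incubation 1.5 h at 37 °C, staining 20 min on ice · Signal – flow cytometry of vesicle-bound cells · Measure – percent CD8+ FL2 mean versus row control · Controls – Peptide-free naked vesicles (low) and QL9 vesicles with 0.7% DMSO vehicle (high)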
Ins promoter up: MIN6 insulin promoter up-regulation | AID 1625 | z-score at 5 µM | 0.3% of 190,000 active | MIN6 insulin promoter-GFP reporter, high-content imaging; hits give high values;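 active = z-score above 3 at 5 µM with at least 500 cells counted in the well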
CSM14.1 death rescue: rescue of cells from ER stress-induced death, primary screen, 384-well, CSM14.1, thapsigargin, ATP luminescence (AID 1222); CSM14.1 thapsigargin-induced death rescue, ATP luminescence; higher % means a stronger effect; one-dose cellular ATP content (survival), % at 20 µM; EC50 in µM for titrated hits; 190,000 tested, under 10 active;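 active = EC50 below 50 µM in the dose-response confirmation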;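 also: death triggered by thapsigargin at about 15 µM added after 2 h compound pretreatment; cell ATP read after overnight thapsigargin exposure of roughly 18 to 22 hours; normalized against plate controls of thapsigargin alone and 5% DMSO vehicle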
Dynein cargo inh: dynein cargo transport inhibition; 3617.4 mouse cells, GR-EGFP nuclear translocation imaging; test concentration mostly 20 µM; stimulated with dexamethasone, 1 µM; hits give low values; z-score, hits read low; 0.47% of 220,000 active;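 active = plate z-score of nuclear minus cytoplasmic receptor signal below a set negative limit, without overly bright fluorescence or cell loss, cut at about -3.5 in these data, passing the limit was not always enough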;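 also: z-score of nuclear minus cytoplasmic ring GR-EGFP intensity difference per well; some compounds called inactive have numbers as strong as hits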
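Schedule: 48 h induction, then 1 h compound, then 30 min agonist, 37 °C. Buffer or medium: tetracycline-free induction medium containing charcoal-stripped FBS. Reagent: 1.0 µM final dexamethasone stimulus. Evaluation: nuclear versus cytoplasmic GR-EGFP signal, averaged per well. Signal: high-content fluorescence imaging after fixation.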
MT stabilize HCS: stabilizes microtubules in HeLa cells. HeLa tubulin immunostaining HCS, 24 h; share of cells brighter than vehicle mean+2SD. % tubulin-high responders, % at 10 µM. 0.83% of 200,000 active;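 active = plate Z-score above 3 for both tubulin-high and condensed-nucleus cell shares, with cell loss under 80%, at 10 µM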;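 also: anti alpha tubulin signal scored within the nucleus-defined area of each cell; some results filed as inactive read as strong as hits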
Salmonella PhoP GFP: inhibitors of PhoP regulon expression, primary screen, Salmonella Typhimurium, GFP reporter (AID 1863) | S. Typhimurium PhoP-regulated promoter GFP reporter, 4 h; higher % means a stronger effect | 0.16% of 300,000 active | one-dose inhibition, % at 50 µM; IC50 in µM for titrated hits;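 active = inhibition over 29.93%, a cutoff 3 SD above the screen mean, later confirmed by dose response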;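 also: 0% = low Mg2+ inducing control and 100% = high Mg2+ repressing control; strong numbers were not always called active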
Lipid droplet: modulators of hepatic lipid droplet formation | AML12 mouse hepatocytes, oleate lipid droplets, BODIPY imaging | inhibition, % at 6.5 µM | 0.4% of 240,000 active;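 active = lipid droplet intensity inhibited by at least 50%, with more than 500 cells counted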
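Assay system: AML12 hepatocytes (mouse); Probe or stimulus: oleic acid at 100 µM to induce lipid droplet formation; Dosing: compound at 6.5 µM only; Schedule: compound with oleate, overnight; Detection: fluorescence imaging, 20x objective, two fields per well; Measure: % inhibition of lipid droplet signal.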
Autophagy HCS: modulators of autophagy. MEF GFP-LC3 puncta imaging; test concentration mostly 10 µM. AID 463193. calls only at 10 µM (by protocol). 0.98% of 190,000 active;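 active = percentage of spot-positive cells more than 3 SD above its plate mean, without a fluorescence outlier flag or 80% toxicity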;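 also: spot-positive cell cutoff set from DMSO-treated cells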
bCat nuc transl: modulators of beta-catenin nuclear translocation. HeLa beta-catenin nuclear translocation, immunofluorescence imaging. nuclear translocation activity, % at 5 µM. 0.3% of 190,000 active. AID 1665;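 active = nuclear translocation activity above 50% at 5 µM, with a well cell count of 50 or more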;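 also: per-cell ratio of nuclear to cytoplasmic median beta-catenin stain intensity; plate controls were DMSO negative control for no effect and GSK-3 inhibitor IX positive control for full effect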
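Test system: human HeLa cell line; Doses: 5 µM primary, 0.02–20 µM confirmation; Incubation: 24 h compound exposure, 37°C; Detection: beta-catenin immunofluorescence imaging with DAPI; Read-out: beta-catenin nuclear/cytoplasmic ratio, % activation.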
Dynein cargo inh cytoplasmic EGFP: recorded beside Dynein cargo inh, whose call it bears; z-score; measured here: cytoplasmic GR-EGFP intensity; hits give high values
Dynein cargo inh nuclear GR-EGFP: second read-out of Dynein cargo inh, no call of its own (marks repeat the call); z-score; measured here: nuclear GR-EGFP intensity;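 lower value marks the stronger effect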
Dynein cargo inh cell count: also measured in Dynein cargo inh; calls as there; z-score; measured here: cell count per field
Ins promoter up cell count: further read-out of Ins promoter up, marked with its call; cell count; measured here: cytotoxicity, nuclei count;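 total cells summed across four imaged fields per well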
Lipid droplet cells 6.5 µM: further read-out of Lipid droplet, marked with its call; cell count; measured here: cell count, cytotoxicity flag;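 cells counted across two imaged fields per well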
bCat nuc transl cell count 5 µM: recorded beside bCat nuc transl, whose call it bears; cell count; measured here: cell count, cytotoxicity flag
T cell modulator vesicle-bound %: recorded beside T cell modulator, whose call it bears; double positive events, %; measured here: CD8+ vesicle-bound cell fraction;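 binding gate set so that unloaded-vesicle control wells show 10% double positive cells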
MT stabilize HCS Hoechst-high %: second read-out of MT stabilize HCS, no call of its own (marks repeat the call); % Hoechst-high responders; measured here: nuclear condensation Hoechst responders;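 share of cells brighter than vehicle mean plus two SD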
MT stabilize HCS cytotoxicity %: second read-out of MT stabilize HCS, no call of its own (marks repeat the call); toxicity, %; measured here: cytotoxicity by cell density;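 0% = mean cell density of plate MIN control wells and 100% = no cells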
Autophagy HCS cell loss 18 h: recorded beside Autophagy HCS, whose call it bears; toxicity, %; measured here: cell loss, nuclei count;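 cell loss after 18 h compound exposure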
Starred values were filed as active, the others as inactive; i = inactive; nt = no result given.

SMILES	T cell modulator	T cell modulator vesicle-bound %	Ins promoter up	Ins promoter up cell count	CSM14.1 death rescue	Dynein cargo inh	Dynein cargo inh cytoplasmic EGFP	Dynein cargo inh nuclear GR-EGFP	Dynein cargo inh cell count	MT stabilize HCS	MT stabilize HCS Hoechst-high %	MT stabilize HCS cytotoxicity %	Salmonella PhoP GFP	Lipid droplet	Lipid droplet cells 6.5 µM	Autophagy HCS	Autophagy HCS cell loss 18 h	bCat nuc transl	bCat nuc transl cell count 5 µM
CCOCCCn1c(=O)c(NC(=O)c2ccc(OCC)cc2)c2n(c1=S)CCCCC2	i	26	nt	nt	0.1%	0.079	-0.28	0.7	1.3	2.0	1.8	4.5	-6%	30	802	i	-12	nt	nt
O=C(CCNS(=O)(=O)c1cccs1)NCc1ccccc1	i	17	0.25	845	-1.5%	2.4	0.067	1.2	-1.9	1.1	1.1	7.7	-2%	3	732	i	-2	0.7	1074
CCOC(=O)N1CCN(C(=O)c2cn(C)c(=O)c3c2c2ccccc2n3C)CC1	i	25	-0.71	1558	2.1%	-1	-0.073	-0.19	1.5	7.3	7.0	0.4	0%	nt	nt	i	-49	-1.7	991
Cc1nn(C(=O)c2cccc([N+](=O)[O-])c2)c(C)c1Sc1ccccc1	i	43	-0.57	1417	-1.6%	-1.2	-0.2	-0.0042	0.85	1.6	1.4	9.3	3%	nt	nt	i	-16	0.7	1357
CC(=O)c1c(C)[nH]c(C(=O)Nc2ccc(C)c(C)c2)c1C	i	54	-0.65	903	-0.9%	-0.49	0.97	-0.25	0.57	1.2	1.9	8.0	-7%	12	807	i	-1	nt	nt
O=C(Cn1nnc(-c2ccc(F)cc2)n1)N1CCCCC1	i	52	nt	nt	0.7%	0.67	-0.18	0.23	-0.77	3.9	2.7	7.8	-5%	-21	732	i	-13	-0.9	1485
Cc1c(C=O)c(=O)n(-c2ccccc2)n1-c1ccccc1	i	33	0.26	1104	-1.5%	0.62	0.28	0.62	-0.9	3.5	2.1	4.6	2%	1	657	i	-12	-3.0	543
CCOC(=O)Cc1csc(SCC(=O)NC(C)C23CC4CC(CC(C4)C2)C3)n1 (stereo unspecified)	i	50	0.81	1246	-4.0%	-0.55	-0.29	-0.75	0.62	1.4	3.7	0.6	3%	-6	664	i	4	nt	nt
Cc1onc(-c2c(Cl)cccc2Cl)c1C(=O)NNc1ccccc1	i	47	-0.33	1348	nt	-0.12	-0.25	-0.081	0.51	nt	nt	nt	-13%	12	732	nt	nt	-1.3	1075
C/C(=N\OC(=O)c1ccc(Cl)cc1)c1nccs1	i	45	-0.57	1637	-0.4%	-0.48	-0.35	-0.082	0.051	1.3	1.3	11	2%	nt	nt	i	5	-0.4	1360
COc1ccc(NC(=O)Cn2nnc(-c3ccccc3F)n2)cc1	i	17	-0.33	1380	1.2%	-1	0.17	-0.95	0.66	3.6	1.8	4.0	5%	-6	738	i	5	-1.4	1009
COc1ccccc1C(=O)OCCN1CCOCC1	i	14	-0.19	724	0.0%	-0.27	-0.14	0.17	-0.066	1.6	1.3	1.6	-2%	14	752	i	32	nt	nt
CN(C)S(=O)(=O)c1cccc(NC(=O)CSc2nc3ccccc3[nH]2)c1	i	64	-0.97	1289	0.6%	0.0076	-0.28	0.28	-0.22	3.5	4.1	4.2	-4%	6	687	i	2	-0.7	1043
CCN=C1NN=C(c2cc(C)n(CCc3ccccc3)c2C)CS1	nt	nt	-0.79	1146	1.3%	-1.1	-0.31	-0.81	0.62	1.8	1.8	5.4	1%	-31	715	i	-9	nt	nt
O=C(COC(=O)c1ccc2[nH]c3c(c2c1)CCCC3)Nc1ccc(Cl)cc1Cl	i	39	-0.35	1243	-1.9%	-0.39	-0.041	-0.42	0.87	4.3	2.3	12	10%	-9	653	i	5	0.4	900
COc1ccccc1NS(=O)(=O)c1ccc(NC(=O)Cc2cccs2)cc1	i	44	nt	nt	-1.0%	-0.015	-0.25	-0.31	0.26	3.2	2.6	5.7	-20%	2	622	i	-4	0.2	951
CN(Cc1ccccc1)C(=O)Nc1ccccc1	i	44	1.1	1255	2.3%	-0.038	-0.24	-0.29	-0.25	3.1	2.2	3.1	11%	16	794	i	6	4.6	1118
C#CCOCCOCCOCCNc1nc(N2CCN(C(=O)[C@H](CCC(=O)O)n3cc(C(N)CO)nn3)CC2)nc(N2CCN(C(=O)[C@H](CCC(=O)O)n3cc(C(N)CC(C)C)nn3)CC2)n1 (stereo partly specified)	nt	nt	1.2	771	nt	2.1	-0.65	0.96	-0.9	nt	nt	nt	-5%	-4	704	nt	nt	-0.3	1284
CSc1cccc(NC(=S)N(CCCN2CCCC2)Cc2cccs2)c1	i	59	-1.1	1245	0.2%	-0.95	-0.31	-0.33	0.17	3.2	1.4	5.6	3%	-2	771	i	5	nt	nt
CC(=O)Nc1ccc(/C(C)=N/NC(=O)c2ccncc2)cc1	i	39	-0.16	1285	0.5%	-0.19	-0.43	0.42	-0.44	5.1	3.7	7.5	-8%	-9	671	i	-4	-1.6	1113
CCN(CC)c1ccc(/C=N/NC(=S)NCc2ccco2)cc1	i	16	-0.18	1165	-0.4%	-0.36	-0.22	-0.4	0.058	4.3	4.6	3.0	8%	12	660	i	-7	-1.7	529
Cc1cccc(N2CCN(C(c3ccncc3)c3nnnn3C(C)(C)C)CC2)c1C (stereo unspecified)	i	48	-0.6	1595	-2.1%	-0.37	1.6	-0.11	0.88	4.6	1.0	13	6%	20	684	i	6	-1.9	1155
O=C(Nc1cccc(C(F)(F)F)c1)Oc1ccc(Cl)c2cccnc12	i	2	-0.34	1339	nt	0.45	-0.24	-0.031	-0.18	nt	nt	nt	10%	-2	787	nt	nt	-1.3	1112
CCOC(=O)C(C)Sc1nnc(CSc2nc3nc(C)cc(C)n3n2)o1 (stereo unspecified)	i	19	-0.16	1403	-0.7%	0.092	-0.2	0.13	-0.24	3.0	2.1	0.0	6%	11	682	i	2	-2.4	567
COc1cccc2c(=O)n(CC(=O)Nc3ccccc3F)ccc12	i	37	1	1788	-1.7%	-1.1	-0.17	-0.58	0.21	5.5	3.3	6.5	4%	-8	643	i	-3	0.9	1074
COc1ccc(Br)cc1CNc1ccc2[nH]c(=O)[nH]c2c1	i	43	0.29	1546	1.3%	2.7	-0.089	1.9	-1.8	6.4	1.3	4.6	5%	14	684	i	9	-1.3	1025
CC(=O)Nc1cccc(-c2csc(Nc3ccc(Cl)cn3)n2)c1	i	24	-0.69	1228	-2.3%	0.92	-0.28	0.91	-0.59	2.4	2.0	7.4	-6%	11	672	i	8	4.7	1509
COC(=O)c1ccc(N2CN=C(c3ccc(C)cc3)NC2=S)cc1	i	51	0.18	1316	0.4%	-0.61	-0.27	-0.14	0.22	3.2	4.1	9.6	-6%	40	754	i	6	-4.3	575
CCOC(=O)C1CCN(C(=O)c2oc3ccc(S(=O)(=O)N4CCCCCC4)cc3c2C)CC1	i	34	-0.55	1078	-0.4%	0.16	-0.19	0.25	-0.94	3.0	0.9	8.2	-2%	nt	nt	i	-2	0.9	1398
CN(C)CCP(=O)(c1ccccc1)c1ccccc1	i	38	0.86	1441	0.6%	0.09	-0.35	0.72	-0.28	2.8	2.5	7.9	-9%	12	662	i	0	0.2	1522
CC1CN(CCOc2ccccc2-c2ccccc2)CC(C)O1 (stereo unspecified)	i	47	1.1	1096	-0.7%	-0.72	-0.29	0.15	0.44	2.7	2.8	16	-1%	-29	708	i	3	3.9	520
COc1cccc(CN2CCNC(=O)C2CC(=O)N(C)Cc2cnccn2)c1OC (stereo unspecified)	i	56	-0.34	1446	-0.3%	0.53	-0.35	0.29	0.45	2.0	1.0	2.7	0%	-2	640	i	-16	0.7	1021
N#Cc1cnc(N)c(Br)c1	i	1	-0.12	1283	nt	0.059	-0.37	-0.059	0.95	1.4	3.3	5.0	-6%	20	715	i	-9	-3.8	1076
CCCCCC(=O)Nc1cccc(-c2nc3ncccc3o2)c1	i	26	-0.6	1585	-1.6%	1.2	0.11	1.5	-2.6	5.3	2.4	9.5	2%	nt	nt	i	1	-2.8	1406
CCC(=O)N1CCCc2cc(S(=O)(=O)N3CCC(N4CCCCC4)CC3)ccc21	i	38	-0.14	1223	-1.5%	0.5	-0.28	0.34	1.9	3.3	3.1	10	21%	0	704	i	-17	nt	nt
